From PubChem
NSD2 inh = NSD2 histone methyltransferase inhibitors, primary screen, biochemical, AlphaScreen, single concentration, set 2; Histone-lysine N-methyltransferase NSD2 (Homo sapiens), O96028; NSD2 peptide methylation, 120 min; inhibition, % at 12.5 µM; actives 0.54% (n = 310,000); in the data active = inhibition above about 50%
Target sequence (O96028 whole entry, looked up): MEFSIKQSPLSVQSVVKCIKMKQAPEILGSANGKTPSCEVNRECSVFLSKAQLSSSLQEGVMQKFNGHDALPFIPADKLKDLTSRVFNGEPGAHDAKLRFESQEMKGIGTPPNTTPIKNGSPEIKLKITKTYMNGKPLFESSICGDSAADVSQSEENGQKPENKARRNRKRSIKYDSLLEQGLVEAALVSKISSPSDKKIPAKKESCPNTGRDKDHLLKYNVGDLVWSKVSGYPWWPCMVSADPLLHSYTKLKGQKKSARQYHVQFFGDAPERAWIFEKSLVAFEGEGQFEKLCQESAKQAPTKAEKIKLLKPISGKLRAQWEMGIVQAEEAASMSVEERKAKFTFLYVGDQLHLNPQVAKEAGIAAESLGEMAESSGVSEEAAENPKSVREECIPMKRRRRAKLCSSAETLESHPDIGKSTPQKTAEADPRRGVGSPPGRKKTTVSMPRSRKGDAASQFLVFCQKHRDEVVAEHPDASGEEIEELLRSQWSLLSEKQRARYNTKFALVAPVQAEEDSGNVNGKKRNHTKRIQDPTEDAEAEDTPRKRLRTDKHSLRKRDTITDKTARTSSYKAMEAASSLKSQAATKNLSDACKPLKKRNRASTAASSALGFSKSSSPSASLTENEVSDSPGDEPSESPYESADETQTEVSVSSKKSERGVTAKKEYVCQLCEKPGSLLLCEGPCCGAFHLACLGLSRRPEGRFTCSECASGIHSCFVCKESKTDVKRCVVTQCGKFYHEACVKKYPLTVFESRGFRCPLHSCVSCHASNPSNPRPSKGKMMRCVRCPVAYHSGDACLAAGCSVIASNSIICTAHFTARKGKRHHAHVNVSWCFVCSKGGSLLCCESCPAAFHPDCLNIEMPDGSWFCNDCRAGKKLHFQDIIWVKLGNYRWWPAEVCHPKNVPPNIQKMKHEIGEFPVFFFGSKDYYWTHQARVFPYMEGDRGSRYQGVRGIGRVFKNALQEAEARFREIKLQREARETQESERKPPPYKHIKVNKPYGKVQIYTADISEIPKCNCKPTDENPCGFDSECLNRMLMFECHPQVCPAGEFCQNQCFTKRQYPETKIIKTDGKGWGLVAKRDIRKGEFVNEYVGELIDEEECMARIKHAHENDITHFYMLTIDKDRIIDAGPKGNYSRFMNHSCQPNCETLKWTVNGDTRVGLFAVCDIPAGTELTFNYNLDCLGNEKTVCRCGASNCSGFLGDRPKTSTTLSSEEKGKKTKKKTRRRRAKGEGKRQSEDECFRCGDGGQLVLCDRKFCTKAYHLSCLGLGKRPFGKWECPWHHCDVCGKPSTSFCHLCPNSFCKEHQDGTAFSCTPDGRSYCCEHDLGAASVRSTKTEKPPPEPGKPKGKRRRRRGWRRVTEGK
CAL PDZ FP-1 = CAL PDZ peptide-binding inhibitors, primary screen, biochemical, fluorescence polarization, Cer-tagged CAL PDZ, HTS; Golgi-associated PDZ and coiled-coil motif-containing protein (Homo sapiens), Q9HD26; purified CAL PDZ, TMR-peptide fluorescence polarization, 1 h; inhibition, % at 20 µM; actives 0.02% (n = 330,000); AID 504414, 2011;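 active = highest replicate inhibition of at least 40%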;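 also: plate controls were DMSO neutral control wells for no effect and unlabeled competitor peptide control wells for full effect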
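material = purified tagged CAL PDZ domain construct (CerCALP) | buffer or medium = sodium phosphate/NaCl buffer pH 7.4 with TCEP, IgG, Thesit | reagent = TMR-labelled reporter peptide T*-PRC34 bound in PDZ groove | incubation = 1 h room-temperature incubation prior to read | measured by = fluorescence polarization (mP) | evaluation = percent inhibition from loss of millipolarization | control set = unlabelled peptide and DMSO controls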
Keap1-Nrf2 PPI = Keap1-Nrf2 protein-protein interaction inhibitors, primary screen, biochemical, fluorescence polarization, single point; Kelch-like ECH-associated protein 1 (Homo sapiens), Q14145; Keap1 Kelch-Nrf2 peptide fluorescence polarization, 1536-well; inhibition, % at 9.4 µM; actives 0.15% (n = 340,000); AID 504523, 2011; in the data active = inhibition above about 12%;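 also: human Keap1 Kelch domain with fluorescein labeled Nrf2 9mer peptide probe; 0% = neutral control wells and 100% = peptide positive control; higher means more block of Keap1 binding to Nrf2 peptide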
Cardiac RTF inh = cardiac RTF calcium sensitivity inhibitors, primary screen, biochemical, IANBD-TnC fluorescence, EC70 calcium | inhibition, % at 7.15 µM | actives 0.12% (n = 340,000) | Troponin I, cardiac muscle (Homo sapiens) + Troponin T, cardiac muscle (Homo sapiens) + … | AID 493244, 2011 | IANBD-labeled cardiac RTF, Ca2+ fluorescence;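 active = inhibition above the mean inhibition of all tested compounds plus 3 SD, cut at about 17% in these data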;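 also: assay run at fixed EC70 calcium of 1.6 mM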
DSG3 Ab inh = inhibitors of pemphigus antibody binding to DSG3, primary screen, biochemical, bead-based, flow cytometry, scFv-GFP; Desmoglein-3 (Homo sapiens), P32926; DSG3-coupled beads, scFv-anti-DSG3-GFP binding; active compounds read low; binding (percent of control), % at 10 µM; actives 0.48% (n = 310,000); AID 588358, 2011;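 active = binding more than 3 SD below its plate's average and above zero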;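 also: hits lower antibody fragment binding to DSG3; some compounds called inactive have numbers as strong as hits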
CAL PDZ FP-2 = untagged CAL PDZ binding inhibitors, primary screen, biochemical, fluorescence polarization, HTS. AID 602252, 2012. purified CAL PDZ, TMR-peptide fluorescence polarization, 1 h. Golgi-associated PDZ and coiled-coil motif-containing protein (Homo sapiens), Q9HD26. inhibition, % at 24.9 µM. actives 0.92% (n = 300,000);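 active = mean inhibition of at least 30% with at least half of replicates also reaching 30%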;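 also: 0% = DMSO neutral control and 100% = excess unlabeled competitor peptide PRC23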
V-ATPase pH = regulators of yeast V-ATPase proton pumping, primary screen, pHLuorin cytosolic pH fluorescence; S. cerevisiae; actives 0.37% (n = 350,000); response, % at 10 µM; in the data active = response mostly above about 7.3%, no sharp cut-off; inactive = mostly below about 5.4%; also: actives read high; inactives centre near 0; some compounds called inactive have numbers as strong as hits
Arrestin-AP2 inh = inhibitors of beta-arrestin/AP2 binding, primary screen, biochemical, GPCR trafficking, flow cytometry; inhibition, % at 10 µM; AID 504490, 2011; actives 0.31% (n = 340,000); FITC-arrestin peptide / GST-AP2 beads; AP2 beta2 appendage carries R879A mutation;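 active = inhibition above a set limit, near 3 SD of compounds lacking own fluorescence, cut at about 54% in these data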;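 also: plate controls were DMSO wells for no effect and 5 µM unlabelled arrestin peptide for full effect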
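System: GST-tagged AP2 beta2-adaptin appendage (R879A) on 4 µm glutathione beads / Reagent: FITC-arrestin peptide, 50 nM / Detection: HyperCyt-sampled flow cytometry, FL1 channel, ex 488/em 535 nm / Timing: 12 min plus 1 h, RT / Buffer or medium: PBS plus Tween 20 (0.05%) and BSA (0.1%)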
DAGLB inh = DAGLB lipase inhibitors, primary screen, biochemical, fluorescence, HTS; inhibition, % at 5.17 µM; actives 0.059% (n = 340,000); HEK293T DAGLB membrane lysate, EnzChek fluorogenic substrate; in the data active = inhibition above about 34%;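 also: 0% = enzyme with vehicle and 100% = wells lacking enzyme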
C-LANA FP = inhibitors of KSHV C-LANA binding to DNA, primary screen, biochemical, fluorescence polarization, FAM-LBS DNA, MBP-C-LANA, single point. actives 0.078% (n = 340,000). AID 504423, 2011. inhibition, % at 9 µM;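 active = highest replicate inhibition at or above 60% at 9 µM, even if other replicates fall short; inactive = all replicates below 60% inhibition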;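 also: 0% = neutral control wells and 100% = 4 µM acridine orange control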
Numbers without * were called inactive. An excerpt (hit frequency here may not be typical).

`O=C(NC1CCCCC1)C(c1ccc(F)cc1)N(CCCN1CCOCC1)C(=O)c1ccc(CN2CCOCC2)o1` (stereo not given) gave NSD2 inh 1.8, CAL PDZ FP-1 0.4, Keap1-Nrf2 PPI -4.6, Cardiac RTF inh 5.2, DSG3 Ab inh 119.7, CAL PDZ FP-2 -3.4, V-ATPase pH -1.6, Arrestin-AP2 inh -7.0, DAGLB inh -1.2 and C-LANA FP -0.7.
For CCn1c(COc2ccc(Cl)cc2)nnc1SCc1ccc(C#N)cc1 the results were NSD2 inh -0.6, CAL PDZ FP-1 -1.3, Keap1-Nrf2 PPI 1.3, Cardiac RTF inh -1.6, DSG3 Ab inh 103.5, CAL PDZ FP-2 -1.9, V-ATPase pH -0.2, Arrestin-AP2 inh -9.8, DAGLB inh -4.8 and C-LANA FP 0.0.
CCCCN1CN=C(Nc2nc3ccccc3o2)NC1 was read as NSD2 inh -1.3, CAL PDZ FP-1 -1.0, Keap1-Nrf2 PPI -3.0, Cardiac RTF inh -4.0, DSG3 Ab inh 97.5, CAL PDZ FP-2 -1.7, V-ATPase pH 2.7, Arrestin-AP2 inh 5.2, DAGLB inh 0.5 and C-LANA FP 0.8.
Screening O=C(NCc1ccc2c(c1)OCO2)c1ccc2c(c1)OCO2 returned NSD2 inh -1.9, CAL PDZ FP-1 -2.0, Keap1-Nrf2 PPI 0.7, Cardiac RTF inh -6.4, DSG3 Ab inh 92.1, CAL PDZ FP-2 3.3, V-ATPase pH -7.0, Arrestin-AP2 inh 1.4, DAGLB inh -0.5 and C-LANA FP 1.7.
Screening CC(Sc1nnnn1C1CCCC1)C(=O)Nc1cccc(S(=O)(=O)N2CCOCC2)c1 (stereo not given) returned NSD2 inh -2.6, CAL PDZ FP-1 0.0, Keap1-Nrf2 PPI -3.1, Cardiac RTF inh 0.1, DSG3 Ab inh 101.4, CAL PDZ FP-2 -2.9, V-ATPase pH -3.7, Arrestin-AP2 inh 1.1, DAGLB inh -5.9 and C-LANA FP 0.3.
C/C=C\C(=O)Nc1cccc(C2=NOC3(C2)C[C@@H](C(N)=O)N(C(=O)C2(C)CC2)C3)c1 (stereo not given in full) was read as CAL PDZ FP-1 -3.0, Keap1-Nrf2 PPI -2.1, Cardiac RTF inh -7.4, DSG3 Ab inh 112.3, CAL PDZ FP-2 -1.9, V-ATPase pH -0.4, Arrestin-AP2 inh 2.9, DAGLB inh 0.8 and C-LANA FP -3.3.
Screening COc1ccc(NC(=O)c2ccc(-c3nn(C)c(=O)c4ccccc34)cc2)cc1 returned CAL PDZ FP-1 -1.1, Keap1-Nrf2 PPI 5.3, Cardiac RTF inh -1.6, DSG3 Ab inh 94.9, CAL PDZ FP-2 7.0, V-ATPase pH -0.8, Arrestin-AP2 inh 2.1, DAGLB inh 0.6 and C-LANA FP -1.3.
CCC(=O)OC1CSc2nc3ccccc3n2C1 (stereo not given) was read as NSD2 inh -0.7, CAL PDZ FP-1 -1.6, Keap1-Nrf2 PPI -0.1, Cardiac RTF inh -1.8, DSG3 Ab inh 98.2, CAL PDZ FP-2 -3.5, V-ATPase pH -3.7, Arrestin-AP2 inh -0.2, DAGLB inh -2.0 and C-LANA FP -0.1.
CCOC(=O)N1CCN(C(=O)C2CCN(S(=O)(=O)c3cc(Cl)ccc3Cl)CC2)CC1 was read as NSD2 inh -3.5, CAL PDZ FP-1 -0.5, Keap1-Nrf2 PPI 0.7, Cardiac RTF inh -4.8, DSG3 Ab inh 94.0, CAL PDZ FP-2 -6.9, V-ATPase pH 3.0, Arrestin-AP2 inh 11.8, DAGLB inh -1.7 and C-LANA FP -3.4.
Screening COc1ccc(-c2[nH]ncc2CN2CCCC2c2nonc2C)c(F)c1 (stereo not given) returned NSD2 inh 3.3, CAL PDZ FP-1 -0.4, Keap1-Nrf2 PPI -10.8, Cardiac RTF inh -5.8, DSG3 Ab inh 101.7, CAL PDZ FP-2 -3.0, V-ATPase pH -1.3, Arrestin-AP2 inh 1.5, DAGLB inh -2.9 and C-LANA FP 1.6.
Cc1ccc(/C=C/C(=O)c2c(C)nc3ccccn23)cc1 was read as NSD2 inh 3.9, CAL PDZ FP-1 -2.1, Keap1-Nrf2 PPI 1.5, Cardiac RTF inh 2.2, DSG3 Ab inh 103.3, CAL PDZ FP-2 -2.4, V-ATPase pH 0.4, Arrestin-AP2 inh 2.6, DAGLB inh -1.2 and C-LANA FP -0.2.
Screening CCC(=O)c1ccccc1OCCSc1nc(C)cc(=O)[nH]1 returned NSD2 inh 0.0, CAL PDZ FP-1 -3.4, Keap1-Nrf2 PPI -5.0, Cardiac RTF inh -6.6, DSG3 Ab inh 98.7, V-ATPase pH -2.7, Arrestin-AP2 inh -1.3, DAGLB inh 0.9 and C-LANA FP -1.6.
Screening COc1cc(C(=O)c2ccc3c(c2)OCO3)cc(OC)c1OC returned NSD2 inh 2.5, CAL PDZ FP-1 -0.6, Keap1-Nrf2 PPI -0.1, Cardiac RTF inh -4.4, DSG3 Ab inh 100.4, CAL PDZ FP-2 -2.0, V-ATPase pH 0.6, Arrestin-AP2 inh 0.5, DAGLB inh -4.9 and C-LANA FP 1.0.
Cc1ccc(NC(=O)COC(=O)C2CSC3(C)CCC(=O)N23)cc1S(=O)(=O)N1CCOCC1 (stereo not given) was read as NSD2 inh 3.9, CAL PDZ FP-1 -0.5, Keap1-Nrf2 PPI -1.5, Cardiac RTF inh 7.3, DSG3 Ab inh 97.4, CAL PDZ FP-2 -2.7, V-ATPase pH 2.2, Arrestin-AP2 inh 63.5*, DAGLB inh -0.8 and C-LANA FP -0.8.
O=C1NCC(Nc2ccc(Cl)cc2)C(=O)N1 (stereo not given) was read as NSD2 inh -2.1, CAL PDZ FP-1 -0.8, Keap1-Nrf2 PPI 2.4, Cardiac RTF inh 1.4, DSG3 Ab inh 92.1, CAL PDZ FP-2 1.1, V-ATPase pH 0.0, Arrestin-AP2 inh -13.8, DAGLB inh -1.4 and C-LANA FP 0.0.
Screening S=c1[nH]nc(-c2cc(-c3ccccc3)n[nH]2)n1/N=C/c1ccccc1 returned NSD2 inh 16.8, CAL PDZ FP-1 -3.4, Keap1-Nrf2 PPI -3.1, Cardiac RTF inh -0.5, DSG3 Ab inh 97.8, CAL PDZ FP-2 -3.7, V-ATPase pH -3.0, Arrestin-AP2 inh -22.8, DAGLB inh -0.4 and C-LANA FP -0.6.
Cc1cc(=O)n2nc(N3CCC(C(=O)NCc4ccc(F)cc4)CC3)sc2n1 was read as NSD2 inh -1.5, CAL PDZ FP-1 -2.8, Keap1-Nrf2 PPI -2.8, Cardiac RTF inh -1.0, DSG3 Ab inh 109.8, CAL PDZ FP-2 -2.3, V-ATPase pH -1.3, Arrestin-AP2 inh -12.4, DAGLB inh -0.5 and C-LANA FP -0.2.
For CN(/C(=N/S(=O)(=O)c1cccs1)c1ccccc1)c1ccccc1 the results were NSD2 inh 21.6, CAL PDZ FP-1 0.4, Keap1-Nrf2 PPI -0.3, Cardiac RTF inh -1.8, DSG3 Ab inh 104.3, CAL PDZ FP-2 -3.6, V-ATPase pH 0.2, Arrestin-AP2 inh 3.9, DAGLB inh -4.7 and C-LANA FP 0.8.
COc1ccc(NC(=O)CCCNC(=O)Cn2cnc3sc(C)c(C)c3c2=O)cc1OC was read as NSD2 inh 0.3, CAL PDZ FP-1 -2.8, Keap1-Nrf2 PPI -7.8, Cardiac RTF inh -7.7, DSG3 Ab inh 110.4, CAL PDZ FP-2 -0.2, V-ATPase pH -0.7, Arrestin-AP2 inh 4.4, DAGLB inh 1.9 and C-LANA FP 0.3.
For Cc1ccc(S(=O)(=O)N2CCCOC2CNC(=O)C(=O)NCCC2=CCCCC2)cc1 (stereo not given) the results were NSD2 inh -1.3, CAL PDZ FP-1 -0.6, Keap1-Nrf2 PPI 2.3, Cardiac RTF inh -2.8, CAL PDZ FP-2 -2.6, V-ATPase pH -1.1, Arrestin-AP2 inh 19.8, DAGLB inh 2.6 and C-LANA FP 1.1.
Screening CCCCn1c(SCC(=O)c2c(N)n(C3CC3)c(=O)[nH]c2=O)nc2cc(S(N)(=O)=O)ccc21 returned NSD2 inh 0.2, CAL PDZ FP-1 -2.7, Keap1-Nrf2 PPI -8.4, Cardiac RTF inh -11.4, DSG3 Ab inh 100.7, CAL PDZ FP-2 -2.2, V-ATPase pH -1.0, Arrestin-AP2 inh 5.7, DAGLB inh -0.1 and C-LANA FP 2.1.
O=C(CSc1ccc2ccccc2n1)N/N=C/c1ccccc1O was read as NSD2 inh 0.3, CAL PDZ FP-1 -2.4, Keap1-Nrf2 PPI -2.1, Cardiac RTF inh 0.9, DSG3 Ab inh 90.5, CAL PDZ FP-2 -0.6, V-ATPase pH 0.1, Arrestin-AP2 inh 14.9, DAGLB inh -3.1 and C-LANA FP 1.0.
Screening Cc1ccc(-c2nnn(CC(=O)Nc3cccc4c3CCCC4)n2)o1 returned NSD2 inh 11.5, CAL PDZ FP-1 -0.6, Keap1-Nrf2 PPI -1.5, Cardiac RTF inh -0.3, CAL PDZ FP-2 -1.9, V-ATPase pH 1.4, Arrestin-AP2 inh 7.2, DAGLB inh -1.8 and C-LANA FP -0.3.
Screening CCCCn1c(N)c(N(CC)C(=O)c2ccc(Cl)c([N+](=O)[O-])c2)c(=O)[nH]c1=O returned NSD2 inh 0.7, CAL PDZ FP-1 -1.7, Keap1-Nrf2 PPI -3.2, Cardiac RTF inh -7.0, DSG3 Ab inh 103.3, CAL PDZ FP-2 -0.6, V-ATPase pH -1.0, Arrestin-AP2 inh -6.9, DAGLB inh -0.3 and C-LANA FP 2.0.
